Rab9 prom act: activators of Rab9 promoter; Huh7 Rab9 promoter-luciferase reporter, luminescence, 24 h; 320,000 tested, 2.8% active; Potency, µM (top dose mostly 9.22 µM), for inactives: at the highest dose activation, negative = inhibition, actives largely listed as activators; AID 485297; also: % of control where 0% means no effect; nearly all actives have a fitted effect of over 60% in size
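Huh7 reporter line, Rab9 promoter upstream of luciferase. Compound exposure 24 h at 37 °C in reduced-serum medium with 10% FBS. Read-out: luminescence.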
BRCA1 expr act: increases BRCA1 expression | MCF7-BRCA1-FFLuc reporter, luminescence, 48 h; response scale: scaled: vehicle 0%, 10 µM genistein 100% | Potency, µM (doses to about 46.1 µM), for inactives: at the top dose activation, usual class: activators | 380,000 tested, 1.1% active; also: nearly all actives have a fitted effect of over 80% in size; some results filed as inactive show a strong effect at the top dose
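MCF7-BRCA1-FFLuc, 2000 cells/well; 2 h attach, 37 °C/5% CO2; compound 48 h; luciferase substrate 15 min; luminescence end-point. Norm. to genistein 10 microM max activation and DMSO; concentration-response curves fitted.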
RORgamma inh: ROR gamma (mouse) transcription inhibition; Potency, µM (titrated, usually from 53.6 µM), for the others: at the top dose activity change, negative = inhibition, most hits filed as inhibitors; 310,000 tested, 5.4% active; Drosophila S2 Gal4-RORgamma UAS-luciferase reporter, 20 h; AID 2551; also: % is scaled to controls: 0 for no effect and ±100 for the full control effect; nearly all actives have a fitted effect of over 60% in size
Target sequence (P51450 whole entry, looked up, the tested form may be a part): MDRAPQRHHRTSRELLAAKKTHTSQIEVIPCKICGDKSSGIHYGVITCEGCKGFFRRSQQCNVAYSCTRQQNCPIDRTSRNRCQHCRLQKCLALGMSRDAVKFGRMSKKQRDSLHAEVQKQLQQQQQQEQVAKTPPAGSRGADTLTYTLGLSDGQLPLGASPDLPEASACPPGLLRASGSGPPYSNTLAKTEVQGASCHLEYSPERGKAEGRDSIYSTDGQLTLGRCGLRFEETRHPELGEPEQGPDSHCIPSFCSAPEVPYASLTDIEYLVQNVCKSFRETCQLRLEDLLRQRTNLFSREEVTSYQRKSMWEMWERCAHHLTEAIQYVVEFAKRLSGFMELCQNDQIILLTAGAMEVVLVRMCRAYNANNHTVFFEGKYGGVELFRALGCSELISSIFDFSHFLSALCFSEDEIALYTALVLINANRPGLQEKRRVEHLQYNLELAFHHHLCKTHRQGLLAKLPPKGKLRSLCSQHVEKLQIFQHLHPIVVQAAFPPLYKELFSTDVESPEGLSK
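Luciferase reporter read in Schneider cells carrying Gal4-RORγ (mouse) and UAS-Photinus luciferase; cells given compound 1 h before 700 uM copper sulfate induction, then incubated 20 h at ambient temperature.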
Gal4-VP16 FLuc: counter-screen for ROR gamma inhibitors: Gal4-VP16 reporter; Potency, µM (doses to about 53.6 µM), for inactives: at the top dose activity, negative = inhibition, hits mostly inhibitors; Drosophila S2 Gal4-VP16 UAS-luciferase, luminescence, 20 h; 310,000 tested, 3.5% active;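 also: Gal4-VP16 expression switched on by copper sulfate through the metallothionein promoter; % is scaled to controls: 0 for no effect and ±100 for the full control effect; nearly all actives have a fitted effect of over 50% in size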
MBNL1-CUG inh: MBNL1-poly(CUG) RNA binding inhibition; AID 2675; TR-FRET MBNL1-His/biotin-(CUG)12 binding, 665/545 ratio; 280,000 tested, 0.036% active; Q9NR56; Potency, µM (highest dose often 57.5 µM), for inactives: top-dose activity change, negative = inhibition, hits mostly inhibitors; active = well fitted inhibition curve with a large enough effect in the signal ratio, with a control signal flat, not every such curve was filed as active; inconclusive = small, poorly fitted or top-dose-only effect, or effect the other way, or a change in a side signal; inactive = no such curve, though single readings can be large or run the other way; the % refers to the signal ratio; also: % is scaled to controls: 0 for no effect and ±100 for the full control effect
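TR-FRET between His-tagged MBNL1 and biotin-(CUG)12 RNA, detected with Tb anti-His antibody (0.055 ng/ul) and streptavidin-XL665 (5 nM), 60 min at room temperature. Compounds titrated 92 nM to 58 uM; 665/545 nm ratio normalized to buffer and complex controls.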
FLuc modulator: inhibits or activates purified firefly luciferase, miR-21 counter-screen | P08659 | purified FLuc, Km substrates, luminescence inhibition | Potency, µM (series often up to 57.5 µM), inactives show at the highest dose activity change, negative = inhibition, hits mostly inhibitors | 360,000 tested, 6.9% active | AID 588342;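 also: plate controls were vehicle for no effect and reference inhibitor for full effect; nearly all actives have a fitted effect of over 55% in size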
Target sequence (P08659 whole entry, looked up): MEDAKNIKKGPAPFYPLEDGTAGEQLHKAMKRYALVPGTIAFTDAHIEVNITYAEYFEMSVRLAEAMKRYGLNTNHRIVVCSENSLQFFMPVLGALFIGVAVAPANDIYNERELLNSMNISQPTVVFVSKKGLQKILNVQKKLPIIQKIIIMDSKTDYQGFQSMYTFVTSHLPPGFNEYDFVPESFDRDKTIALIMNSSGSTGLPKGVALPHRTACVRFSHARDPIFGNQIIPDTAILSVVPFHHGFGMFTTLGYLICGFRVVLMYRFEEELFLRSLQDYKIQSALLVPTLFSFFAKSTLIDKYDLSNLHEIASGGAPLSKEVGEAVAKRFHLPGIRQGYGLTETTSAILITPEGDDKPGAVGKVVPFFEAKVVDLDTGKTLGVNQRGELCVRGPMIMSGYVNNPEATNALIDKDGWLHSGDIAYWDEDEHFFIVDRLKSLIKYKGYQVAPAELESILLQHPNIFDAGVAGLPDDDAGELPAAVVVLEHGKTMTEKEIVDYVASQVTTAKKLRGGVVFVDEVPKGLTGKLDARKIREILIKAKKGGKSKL
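Biochemical qHTS of compounds, final roughly 60 µM downward over six points, against 10 nM purified firefly luciferase using Km concentrations of substrates (10 uM D-luciferin, 10 uM ATP) in Tris acetate pH 7.5 buffer; luminescence output.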
ELG1 genotox: genotoxicity induction in ELG1-luciferase HEK293T cells | 330,000 tested, 1.3% active | HEK293T ELG1-luciferase reporter, luminescence, 16 h | Potency, µM (series often up to 46 µM), for the others: top-dose activity change, positive = activation, usual class: activators | AID 504466; also: % of control where 0% means no effect; nearly all actives have a fitted effect of over 60% in size
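After overnight (16 hr) compound treatment at 37 °C, ELG1-luciferase HEK293T cells were lysed with ONE-Glo; luminescence quantified 30 min later at room temperature.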
NPC1 promoter act: NPC1 promoter activation; Huh7 NPC1 promoter luciferase reporter, 24 h; 320,000 tested, 2.4% active; Potency, µM (titrated, usually from 9.22 µM), inactives show at the highest dose activation, most hits filed as activators;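 also: % of control where 0% means no effect; nearly all actives have a fitted effect of over 60% in size; reporter is driven by a mutant NPC1 promoter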
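Luminescence from an NPC1 promoter-driven luciferase reporter in stably transfected Huh7 cells was measured after 24 h compound treatment at 37 °C, followed by 10 min ambient incubation with luciferase detection reagent.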
p53 reactivator: re-activators of mutant p53; H1299 p53-A138V BP100-luciferase reporter, luminescence, 24 h; AID 504706; 320,000 tested, 0.063% active; Potency, µM (series often up to 92.2 µM), without a hit: at the top dose activity change, positive = activation, usual class: activators; also: % of control where 0% means no effect; nearly all actives have a fitted effect of over 45% in size
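p53-null H1299 cells stably carrying temperature-sensitive p53-A138V and a BP100-luciferase reporter were pinned with compounds (4-point, 1:5 series) and held 24 hrs at 37 deg C. Luminescence was read 10 min after detection reagent.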
uPA surface inh: blocks generation of uPA at the cell surface; cell surface uPA generation assay, qHTS; 330,000 tested, 0.31% active; Potency, µM (series often up to 38.3 µM), for the others: top-dose activity change, negative = inhibition, actives largely listed as inhibitors; active = well fitted inhibition curve with a large enough effect; inconclusive = small, poorly fitted or top-dose-only effect; inactive = no such curve, though single readings can be large or run the other way; tested in mouse RAW 264.7 cells; also: % is scaled to controls: 0 for no effect and ±100 for the full control effect; nearly all actives have a fitted effect of over 55% in size
Active calls of the source: *; ? = inconclusive; · = no result given; & = joins results of further samples; [ ] = dose if it differs, or a comment. Unless noted, calls follow the shape of the dose curve; as a rule, active = well fitted curve in the direction sought with a large enough effect; inconclusive = small, poorly fitted or top-dose-only effect, or another doubt; inactive = no such curve, though single readings can be large; an effect the other way counts as inactive or inconclusive. Potency is read from the fitted curve at half-maximal effect.

SMILES	Rab9 prom act	BRCA1 expr act	RORgamma inh	Gal4-VP16 FLuc	MBNL1-CUG inh	FLuc modulator	ELG1 genotox	NPC1 promoter act	p53 reactivator	uPA surface inh
O=C(COc1ccc(F)cc1)N(Cc1cccs1)C1CCS(=O)(=O)C1 (stereo unspecified)	0.9%	-13.2%	-20.4%	-4.3%	-2.6%	-1.7%	5.3%	1.1%	4.8%	-69.4%
CCCN(CC#CC(O)(c1ccccc1)c1cccnc1)CCC (stereo unspecified)	-0.7%	-24.0%	38.0%	16.7%	?	2.7%	-7.0%	-6.8%	-2.3%	9.3%
CCOC(=O)c1c(NC(=O)Cn2cnc([N+](=O)[O-])n2)sc2c1CCCC2	-5.1%	-46.5%	20.3%	-10.0%	2.5%	-1.1%	-8.5%	-2.2%	-4.1%	5.9%
O=C(NCc1ccccn1)C1CCN(S(=O)(=O)N2CCCC2)CC1	-7.1%	0.6%	-30.8%	-0.6%	-3.1%	-1.6%	0.6%	-2.1%	-4.4%	-11.1%
COc1ccc(N(CC(=O)Nc2ccc(S(=O)(=O)N3CCOCC3)cc2)S(=O)(=O)c2ccc(F)cc2)cc1	9.0%	-57.8%	1.0%	0.2%	9.5%	6.4%	-8.5%	-4.2%	-3.6%	-8.3%
Cc1cccc(C(=O)NNC(=O)c2ccc(Br)cc2)c1	19.0%	40.3%	1.1%	1.9%	-5.4%	-13.4%	7.3%	10.2%	9.8%	-3.1%
Cc1[nH]c2ccc(F)cc2c(=O)c1SC(F)(F)C(F)C(F)(F)F (stereo unspecified)	7.1%	-35.5%	7.3%	-10.2%	57.6%[activator]	2.9%	-5.3%	-2.2%	5.1%	3.3%
COC(=O)c1[nH]c2ccc(C)cc2c1NC(=O)CN1CCCC(C)(C)C1	-5.2%	-37.4%	-24.7%	-6.3%	4.5%	0.2%	-18.5%	-1.3%	-4.3%	13.3%
COC(=O)CSc1nnc2n(-c3ccc(OC)cc3)c(=O)c3c4c(sc3n12)CCCCC4	-10.2%	-28.2%	0.0%	1.2%	-0.9%	6.3%	2.1%	-3.1%	-0.3%	-0.2%
Cc1cc(-c2cc(C(=O)O)c3ccccc3n2)c(C)s1	-2.0%[1.84 µM]	17.8%	11.3%	-21.9%[10 µM]	-5.1%	?	-4.2%	-5.3%	12.6%	-3.7%
Cc1ccc(C(=O)OCCc2c(C)[nH]n(-c3ccccc3)c2=O)cc1	1.9%	15.4%	1.9%	-1.6%	-10.2%	13.5µM*	-0.1%	-4.0%	-0.2%	-0.5%
Cc1cc(C(=O)NCCC2=CCCCC2)no1	14.7%	10µM*	6.3%	-0.2%	5.9%	-6.4%	-1.8%	23.8%	0.2%	-1.8%
CCSc1ncc(Cl)c(C(=O)Nc2ccc(S(=O)(=O)Nc3ncccn3)cc2)n1	1.3%	-0.9%	-0.8%	-6.0%	6.6%	0.2%&-17.0%	1.6%	-20.6%	2.5%	2.4%
CC[C@H](C)[C@H](NC(=O)OCc1ccccc1)C(=O)OCC(=O)Nc1ccc(N2CCOCC2)cc1	2.0%	-2.2%	·	·	·	?	9.1%	12.4%	3.2%	-3.0%
COC(=O)c1ccccc1Sc1snnc1C	-2.1%	-1.5%	0.8%	-2.4%	1.0%	6.4%	6.6%	-0.3%	-0.7%	-8.4%
COc1ccccc1NC(=O)CNC(=O)c1ccccc1C	0.6%	-8.5%	-4.1%	5.2%	9.4%	-0.2%	2.5%	0.0%	-0.4%	·
CS(=O)(=O)N1CCN(c2ccccc2NC(=O)c2ccc(Br)o2)CC1	9.6%	14.2%	4.3%	-8.7%	0.2%	1.3%	-6.8%	-2.3%	15.4%	-13.9%
COc1ccc(S(=O)(=O)N2CCOCC2)cc1NC(=O)c1ccccc1C	-5.2%	-13.0%	-1.3%	5.0%	-1.0%	-0.4%	0.1%	-4.2%	-1.5%	-0.3%
CCOc1ccc(NC(=O)Cn2nnc(C(=O)NCc3ccccc3OC)c2N)cc1	13.0%	-17.5%	-7.1%	-9.8%	1.3%	-1.3%	0.4%	0.7%	0.3%	0.3%
Clc1ccc(-c2n[nH]c3c2Cc2ccccc2-3)cc1Cl	13.3%	·	-0.8%	9.4%	1.2%	-5.7%	4.4%	12.4%	8.5%	·
CC(=O)Nc1ccc(N2CCCC(C)C2)c([N+](=O)[O-])c1 (stereo unspecified)	-7.6%	-14.9%	21.1%	2.7%	?	-11.7%	2.9%	-8.0%	-0.7%	2.2%
COc1ccc(-c2csc(NC(=O)Cc3cccc4ccccc34)c2C(=O)O)cc1	-7.3%	-10.6%	32.6%	-6.2%	-4.8%	?	-1.7%	-0.9%	-0.2%	1.9%
Cc1ccc(-c2nnc(SCC(=O)N(CC(C)C)c3c(N)n(Cc4ccccc4)c(=O)[nH]c3=O)n2N)cc1	0.2%	-7.9%	7.1%	0.1%	4.1%	-1.1%	4.9%	-2.3%	?	-3.8%
COC(=O)N/N=C/c1cn(Cc2ccc(Cl)cc2Cl)c2ccccc12	-4.1%	-60.9%	?	-13.6%	-4.6%	5.3%	-1.3%	0.1%	5.5%	-4.8%
CC(C)N1C(=O)S/C(=C/c2ccc3c(c2)n(C)c(=O)n3C)C1=O	19.7%	-5.7%	20.5%	-4.1%	13.7%	?	14.2%	26.4%	-1.2%	-9.8%

Profiles, quoted from the list. Screens in order: Rab9 prom act, BRCA1 expr act, RORgamma inh, Gal4-VP16 FLuc, MBNL1-CUG inh, FLuc modulator, ELG1 genotox, NPC1 promoter act, p53 reactivator, uPA surface inh
Profile of COC(=O)CSc1nnc2n(-c3ccc(OC)cc3)c(=O)c3c4c(sc3n12)CCCCC4 = -10.2%, -28.2%, 0.0%, 1.2%, -0.9%, 6.3%, 2.1%, -3.1%, -0.3%, -0.2%
Profile of Cc1ccc(-c2nnc(SCC(=O)N(CC(C)C)c3c(N)n(Cc4ccccc4)c(=O)[nH]c3=O)n2N)cc1 = 0.2%, -7.9%, 7.1%, 0.1%, 4.1%, -1.1%, 4.9%, -2.3%, ?, -3.8%
Profile of COc1ccc(-c2csc(NC(=O)Cc3cccc4ccccc34)c2C(=O)O)cc1 = -7.3%, -10.6%, 32.6%, -6.2%, -4.8%, ?, -1.7%, -0.9%, -0.2%, 1.9%

The results go on.
SMILES	Rab9 prom act	BRCA1 expr act	RORgamma inh	Gal4-VP16 FLuc	MBNL1-CUG inh	FLuc modulator	ELG1 genotox	NPC1 promoter act	p53 reactivator	uPA surface inh
CCCC1CCC(c2ccc(C(=O)NN)cc2)CC1 (stereo unspecified)	-9.6%	-60.4%	?	?	-0.3%	-15.5%	-5.2%	-4.7%	-6.8%	-3.9%
COc1ccc(C(C#N)c2cnccn2)cc1OC (stereo unspecified)	4.2%	-24.6%	·	·	·	-2.2%	0.3%	7.8%	-3.9%	-17.1%
O=C(O)CSc1cnc2ccccc2n1	11.3%	1.8%	26.1%	0.5%	?	-2.8%	4.5%	1.0%	-0.8%	-3.2%
Cc1nc(NC(=O)c2ccccc2)nc2cc3c(cc12)OCO3	?	86.9%	-17.4%	-19.4%	-0.9%	16.9µM*	?	?	34.4%	2.6%
CC1(C(=O)NC2CCCCCCC2)CCC(=O)N1Cc1cccs1 (stereo unspecified)	-5.8%	-3.4%	30.0%	1.1%	2.9%	-0.6%	-5.8%	-3.7%	-1.4%	·
COC(=O)C1=C(C)N=c2s/c(=C/c3ccoc3)c(=O)n2C1c1ccccc1 (stereo unspecified)	·	1.1%	-5.1%	3.6%	18.8%	-0.4%	·	·	·	-4.0%
CCN(CC(=O)NC(C)(C)C)C(=O)c1ccc2c(c1)S(=O)(=O)c1ccccc1C2=O	-2.9%	-22.2%	1.3%	-4.1%	?	-0.3%	2.4%	-2.6%	1.3%	8.2%
CCOC(=O)C1CCN(c2c([N+](=O)[O-])c(C(Cl)Cl)nn2-c2ccccc2)CC1	-8.7%	14.0%	31.7%	0.3%	8.0%	0.3%	10.0%	-2.7%	?	-7.4%
COc1cccc(NC(=S)NC2CC3CCCC(C2)N3CC(C)C)c1 (stereo unspecified)	-7.7%	-9.7%	10µM*	6.9%	-7.1%	-5.6%	1.6%	-0.1%	2.4%	-10.0%
COc1ccc(CNC(=O)/C=C/c2ccc(S(=O)(=O)N3CCOCC3)cc2)cc1	-11.8%	-27.6%	39.9%	5.9%	12.7%	4.3%	-7.5%	-3.7%	-1.6%	-1.4%
CCCCCCC/C=N/Nc1nnc(Cc2ccccc2)c(=O)[nH]1	-1.6%	-9.7%	?	-19.5%	-8.0%	-1.0%	3.2%	-1.3%	6.4%	5.8%
Cc1ccc(N(CCC(=O)O)S(=O)(=O)c2ccccc2)cc1	0.4%	-5.2%	-8.9%	-2.3%	?	1.8%	2.6%	-0.9%	-1.5%	-0.2%
CC(C)c1ccccc1NC(=S)N(C)C	-4.4%	0.0%	?	?	·	0.8%	1.0%	4.3%	-2.8%	5.9%
Cc1cccc(OCC(=O)NCc2nc(-c3ccccc3)no2)c1	-2.9%	28.9%	5.8%	8.8%	1.5%	-2.8%	-0.1%	-3.4%	15.4%	2.8%
COc1ccccc1-c1nc2ccccc2c(=O)n1O	-3.9%	2.0%	-13.8%	5.7%	-8.4%	-5.9%	-0.1%	-0.7%	0.2%	5.0%
NS(=O)(=O)c1ccc(NC(=S)NC(=O)c2cccs2)cc1	13.7%	3.1%	-18.7%	-1.5%	·	-5.2%	2.8%	0.2%	-1.6%	6.0%

Assay outcomes deposited in PubChem by National Center for Advancing Translational Sciences (NCATS).
